Compound activity (PubChem BioAssay)
APJ ag = activates the human apelin receptor APJ; activation, % at 20 µM; AID 2520; CHO-K1 APJ PathHunter beta-arrestin, luminescence; 0% DMSO wells, 100% apelin; 330,000 compounds, 0.11% hits;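 active = activation more than six SD over the plate average, tested at 20 µM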;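 note: 0% = DMSO alone and 100% = apelin-13 at 10 nM; some results filed as inactive read as strong as hits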
Target sequence (P35414 whole entry, looked up): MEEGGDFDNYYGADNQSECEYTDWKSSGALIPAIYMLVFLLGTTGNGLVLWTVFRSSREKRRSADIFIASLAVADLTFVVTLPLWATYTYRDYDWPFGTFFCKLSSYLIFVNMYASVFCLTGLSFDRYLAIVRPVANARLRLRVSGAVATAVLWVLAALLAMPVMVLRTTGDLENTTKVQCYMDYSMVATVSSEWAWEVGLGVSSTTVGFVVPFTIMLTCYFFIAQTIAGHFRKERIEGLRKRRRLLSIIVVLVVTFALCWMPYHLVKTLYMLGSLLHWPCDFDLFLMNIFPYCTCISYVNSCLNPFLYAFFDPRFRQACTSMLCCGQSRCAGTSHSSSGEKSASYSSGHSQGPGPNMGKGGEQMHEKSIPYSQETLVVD
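Assay system: CHO-K1 cells stably expressing ProLink-tagged human APJ and arrestin–beta-gal acceptor. Compound dosing: 20 µM single point, 1% DMSO. Times: 16-18 h seeding, 90 min dark compound exposure, 60 min detection. Detection: beta-gal luminescence. Evaluation: APJ–arrestin association signal. Controls: negative DMSO alone, positive Apelin-13 at 10 nM.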
APJ antagonist = APJ receptor antagonism; P35414; CHO-K1 APJ beta-arrestin complementation, luminescence; inhibition, % at 20 µM; 330,000 compounds, 0.32% hits; AID 2521;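 active = inhibition above about 40% at 20 µM, limit read from the data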;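 note: cells challenged with 10 nM apelin-13 agonist together with compound; plate controls were apelin-13 plus DMSO wells for no effect and DMSO wells lacking apelin-13 for full effect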
TIM10 inh = TIM10 yeast growth inhibition; S. cerevisiae TIM10 strain growth, BacTiter-Glo luminescence, 24 h; inhibition, % at 10 µM; 330,000 compounds, 1.4% hits;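 active = inhibition of 40% or more at the single tested concentration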;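 note: wild-type TIM10 isogenic control strain grown at permissive 25 °C; 0% = DMSO yeast wells and 100% = minimal medium wells without yeast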
tim23-1 inh = inhibits growth of tim23-1 mutant yeast. S. cerevisiae tim23-1 growth, BacTiter-Glo luminescence, 24 h. inhibition, % at 20 µM. 330,000 compounds, 1.3% hits. AID 463212;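 active = growth inhibition of the mutant yeast at or above 50%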;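 note: temperature-sensitive mutant grown at 25 °C; plate controls were DMSO-treated mutant yeast for no effect and medium wells lacking yeast for full effect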
NALP3 yeast inh = NALP3 inhibition in yeast; Yeast reconstituted NLRP3/ASC/caspase-1, beta-gal luminescence, 24 h; inhibition, % at 10 µM; 330,000 compounds, 0.39% hits;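 active = inhibition of 50% or more; inactive = inhibition below 50%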;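 note: plate controls were induced DMSO wells for no effect and uninduced yeast grown without galactose for full effect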
tim10-1 inh = tim10-1 yeast growth inhibition; inhibition, % at 20 µM; 330,000 compounds, 2.2% hits; AID 463190; S. cerevisiae tim10-1 ts strain growth, BacTiter-Glo, 24 h;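 active = inhibition of at least 40%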;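 note: mutant grown at 25 °C; 0% = DMSO wells with yeast and 100% = wells holding no yeast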
beta cell repl = MIN6 beta-cell proliferation induction; MIN6 cells proliferation, ATPlite luminescence, 48 h; cells starved in 0.2% serum; 100% = growth in 10% serum; proliferation, % at 10 µM; 330,000 compounds, 0.29% hits; AID 2380;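 active = compounds whose signal lies at least 3.5 SD above the mean of all wells on their plate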;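 note: 0% = DMSO-treated cells in low-serum medium and 100% = 10% serum control; some compounds called inactive have numbers as strong as hits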
GRIN3A LBD mod = NR3A (human) ligand-binding domain modulation | NR3A LBD differential scanning fluorimetry, Tm shift; 0% = protein alone, 100% = glycine-bound protein | Tm shift relative to glycine control, % at 25 µM | 340,000 compounds, 2.5% hits | AID 1259313;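 active = melting temperature shift of at least 10% of the positive control shift, at one fixed dose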
MPTP inh = permeability transition pore inhibition. isolated mouse mitochondria, Ca2+ swelling absorbance, 30 min. inhibition, % at 10 µM. 360,000 compounds, 1.4% hits. AID 602449;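 active = inhibition of 50% or more, scaled per plate between neutral and stimulator controls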;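 note: 0% = DMSO wells given calcium and 100% = 1 mM EGTA wells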
An asterisk follows results filed as active; / = not tested or not shown. Hits appear at their usual frequency, and some 7.2% of all compounds hit somewhere here.

The opening 2 records, to show the layout:
Results follow in this order: GRIN3A LBD mod | APJ ag | tim23-1 inh | NALP3 yeast inh | APJ antagonist | tim10-1 inh | MPTP inh | TIM10 inh | beta cell repl
Cc1cc(C)n2c(SC(C)C(=O)NC3(C#N)CCCCC3)nnc2n1 (stereo not given)
 : -2 | -3 | -1 | 11 | 2 | -8 | 1.1 | 2 | -3
Cc1cc(C)n(C(=O)c2cc(F)c(F)cc2C)n1
 : 0 | 3 | -1 | 7 | -10 | 12 | 1.6 | 2 | -3

The list itself (from the top)
Results follow in this order: GRIN3A LBD mod | APJ ag | tim23-1 inh | NALP3 yeast inh | APJ antagonist | tim10-1 inh | MPTP inh | TIM10 inh | beta cell repl
Cc1cc(C)n2c(SC(C)C(=O)NC3(C#N)CCCCC3)nnc2n1 (stereo not given)
 : -2 | -3 | -1 | 11 | 2 | -8 | 1.1 | 2 | -3
Cc1cc(C)n(C(=O)c2cc(F)c(F)cc2C)n1
 : 0 | 3 | -1 | 7 | -10 | 12 | 1.6 | 2 | -3
COc1cc(CCc2ccc3c(c2)OCO3)oc(=O)c1
 : -2 | 2 | 13 | 12 | -62 | 9 | 0.7 | -4 | -2
O=C(CCCC(=O)N1CCN(c2ccccc2F)CC1)N1CCN(c2ccccc2F)CC1
 : 0 | 4 | 9 | 2 | 4 | 13 | -0.8 | 2 | 1
Cc1nn(-c2ccccc2)c(Cl)c1C(=O)NCC(C)c1ccccc1 (stereo not given)
 : -2 | -4 | 34 | 27 | 9 | 28 | -0.5 | 15 | -4
COc1ccc(N(C(=O)Cc2cccs2)C(C(=O)NC2CCCC2)c2ccncc2)cc1 (stereo not given)
 : -2 | 0 | 4 | 18 | 3 | 20 | 0.3 | 10 | 0
COc1cc(/C=C2\SC(=O)N(CCNC(=O)c3cnc(C)cn3)C2=O)cc(OC)c1OC
 : -1 | 2 | 25 | 22 | -20 | 27 | -0.1 | 12 | 0
O=C(Cc1noc2ccccc12)NNC(=S)Nc1ccccc1
 : 0 | 0 | 5 | 4 | 27 | 18 | -0.1 | 0 | 0
O=C(NCC1CCCO1)c1ccccc1-c1nc(-c2ccccc2F)no1 (stereo not given)
 : -3 | -5 | 7 | 2 | 13 | 4 | -1.8 | 7 | 1
COc1ccc(C2NC(=O)NC3=C2CCc2ccccc23)cc1 (stereo not given)
 : -3 | 3 | 13 | 1 | -18 | 17 | 1.6 | 8 | 0
Cc1ccc(NC(=O)/C=C2\NC(=O)CS2)cc1
 : 1 | 3 | 18 | 32 | -37 | -4 | -0.5 | 2 | -2
CCCCn1c(=O)n(CC(=O)Nc2ccc(OC)c(Cl)c2)c(=O)c2c1nc(CO)n2CCC
 : -1 | -5 | -3 | -4 | 7 | -5 | 0.4 | -3 | -2
CCOC(=O)N1CCN(C2=CC(=O)OC23CCCCC3)CC1
 : 1 | -5 | -8 | 8 | -11 | -5 | 0.4 | -5 | -2
CC(=O)Nc1ccc(S(=O)(=O)NCCc2cc3c(C)ccc(C)c3[nH]c2=O)cc1
 : -1 | -2 | -16 | 11 | -28 | -29 | -2.7 | -6 | -1
Cc1ccsc1/C=N/NC(=O)c1ccc2ccccc2c1
 : 2 | 8 | 26 | 19 | 7 | -22 | -0.1 | -19 | -4
Cc1ccc2nc(SCC(=O)NC3CC3)[nH]c2c1
 : -1 | 4 | 3 | 6 | 7 | 0 | 0.5 | 2 | 0
COCCC(=O)N1CCC(Oc2ccc(C(=O)N3CCCCCC3)cc2)CC1
 : 1 | -3 | -11 | 8 | 2 | -2 | 3.5 | 3 | -2
CCN(CC)S(=O)(=O)c1ccc2c(c1)nc(SCC(=O)NCC1CCCO1)n2CC (stereo not given)
 : -1 | 5 | -8 | 4 | 8 | -15 | -0.1 | -10 | 0
CN(C)c1ccc(CNc2nc(-c3ccccc3)nn2S(C)(=O)=O)cc1
 : 0 | -5 | 8 | 15 | -2 | 19 | -0.3 | 18 | -1
CC1CCN(C(=O)CN(c2ccc3c(c2)OCO3)S(C)(=O)=O)CC1
 : 5 | -5 | -3 | 17 | 17 | -11 | -0.8 | -8 | -1
O=C(Nc1nc2ccccc2s1)c1ccc2c(c1)OCO2
 : 12* | 1 | 14 | 27 | 10 | 20 | -0.2 | 17 | -6
COc1ccc2c(c1)CCc1cnc(N)nc1-2
 : 1 | 2 | -2 | -5 | -28 | 22 | 0.1 | 18 | 1
Clc1ccc(C(c2nnnn2CCc2ccccc2)N2CCSCC2)cc1 (stereo not given)
 : 1 | -4 | 33 | 3 | -3 | 39 | 2.6 | 30 | -5
CCOc1cc(/C=C2/NC(=O)N(CC(=O)OC)C2=O)ccc1O
 : -3 | -1 | 8 | 18 | 7 | 10 | -1.3 | 13 | 3
Oc1ccc(N=Nc2cccc(C(F)(F)F)c2)cc1C=Nc1ccc(N2CCOCC2)cc1
 : -8 | 7 | 42 | 34 | -6 | 30 | 29 | 19 | 0
CNS(=O)(=O)c1cccc(C(=O)NCC2CCCCC2)c1
 : -1 | -1 | -7 | 10 | 18 | -3 | -1.6 | 7 | 3
Cc1ccsc1/C=N/NC(=S)NCCc1ccccc1
 : -1 | -4 | 18 | 3 | 9 | 54* | 0.7 | 41* | -7
Cc1ccc(NC2=NCC(=O)N2C2CCCC2)c(C)c1
 : -1 | 1 | 13 | 13 | 7 | -3 | -5.0 | -4 | -2
COc1ccccc1C(=O)N=C1NC(=O)CC2C(=O)NCCN12 (stereo not given)
 : -1 | -1 | 2 | 11 | -3 | -3 | -1.3 | 4 | -1
COc1ccccc1OCC(=O)N1CCCCCCC1
 : -1 | 0 | 14 | 12 | -1 | 6 | 0.4 | 7 | -1
COc1cccc(N2CCN(S(=O)(=O)c3ccc(CN4C(=O)c5cccnc5C4=O)cc3)CC2)c1
 : -2 | -3 | 8 | 5 | 9 | 7 | -0.5 | -6 | 5
O=C(Nc1ccc(S(=O)(=O)Nc2ncccn2)cc1)c1ccc(Cl)c([N+](=O)[O-])c1
 : 2 | -1 | 0 | 5 | 14 | -5 | 0.6 | -9 | -2
CCC1(c2ccc(OC)cc2)NC(=O)N(CC(=O)NC2CCCCC2C)C1=O (stereo not given)
 : 0 | -3 | 7 | 1 | 10 | 11 | -0.3 | -3 | -2
CCOC(=O)c1sc(=S)n(-c2ccc(Cl)cc2)c1SC
 : 1 | -1 | 5 | 11 | 4 | 15 | 3.9 | -3 | 0
O=C1C2C(C(=O)N1/N=C/c1cc(Br)cc([N+](=O)[O-])c1O)C1C=CC2C12CC2 (stereo not given)
 : -2 | -3 | 42 | 33 | 36 | 3 | -1.6 | 12 | -3
COc1cc2c(-c3ccccc3)c(C)oc2cc1/C=N/NC(N)=S
 : -5 | 4 | -7 | 21 | 16 | 1 | 14 | 4 | -3
COc1cc2c(cc1OC)C(c1ccccc1)N(C(=O)CCl)CC2 (stereo not given)
 : -2 | -3 | 21 | 4 | 10 | 38 | 0.2 | 33 | -4
Cc1ccc(-c2cc(C(=O)OCC(=O)N(C)C3CCS(=O)(=O)C3)c3ccccc3n2)c(C)c1 (stereo not given)
 : 2 | 1 | 8 | -1 | 7 | 15 | -1.8 | 11 | 0
Cc1cccc(C(C)C)c1NC(=O)CN1C(=O)NC2(CCc3ccccc32)C1=O (stereo not given)
 : -1 | -2 | -4 | 11 | 4 | -1 | 0.2 | -8 | -4
NC(=O)c1ccccc1NC(=O)/C=C/c1ccc(Cl)cc1
 : -2 | -4 | 9 | 22 | -11 | 18 | 0.6 | 10 | -5
CCN(c1ccccc1)S(=O)(=O)c1ccc2ccccc2c1
 : -1 | -2 | 17 | 7 | 7 | 9 | -1.1 | 0 | -3
COc1cc(C(=O)NC(=S)Nc2nccs2)cc(OC)c1OC
 : 5 | -5 | 6 | -10 | 13 | 27 | 1.1 | -3 | -1
COc1ccc(CC(=O)NNC(=O)COc2ccc(C)cc2)cc1S(=O)(=O)N1CCOCC1
 : 10* | 9 | -8 | 18 | -5 | -8 | -0.8 | 8 | -4
COc1ccc2[nH]c3c(c2c1)CCN1C(=O)N([C@@H](C)C(=O)NCC2CCCO2)C(=O)[C@]31C (stereo not given in full)
 : -2 | -1 | 7 | 1 | -7 | -12 | -0.6 | -1 | 1
N=C1SC(c2ccccc2)C(=O)N1c1ncc(Cc2ccccc2)s1 (stereo not given)
 : -8 | -3 | -7 | 9 | -9 | 33 | 7.5 | 15 | -6
COc1cc2c(C#CCCO)c(-c3ccc(C#N)cc3)oc(=O)c2cc1OC
 : 2 | -2 | -1 | 8 | 7 | 1 | -0.6 | -1 | -2
NC(=O)CNC(=O)[C@@H]1CC2(CC(c3cccc([N+](=O)[O-])c3)=NO2)CN1C(=O)c1ccccc1 (stereo not given in full)
 : -1 | 2 | 4 | 3 | 2 | -24 | -0.1 | 5 | -4
O=C(/C=C/c1cccc([N+](=O)[O-])c1)Nc1cccc(NC(=O)c2cccs2)c1
 : 11* | 0 | 4 | -3 | -7 | 5 | 27 | -11 | -5
Cc1cc2ncn(C(=O)N3CCCCC3)c2cc1C
 : 2 | 1 | 8 | 9 | 19 | 12 | 0.8 | 4 | -1
Cn1cc(CN2CCN(Cc3ccccc3)C(CCO)C2)c(-c2ccccc2)n1 (stereo not given)
 : 0 | -4 | 16 | 9 | 9 | 5 | 0.8 | -28 | -3
CC1(C)NC(=O)N(CC(O)COc2cccc(F)c2)C1=O (stereo not given)
 : 0 | -3 | -6 | -3 | 1 | 5 | -1.3 | 0 | 0
Cc1nc(NCc2ccccn2)c2ccccc2n1
 : -7 | -2 | 3 | 4 | 2 | -15 | 6.1 | -14 | 2
O=C(Nc1ccccc1)Nc1nc2ccccc2s1
 : 26* | -3 | 2 | 23 | -22 | 4 | 96* | -5 | -4
COc1ccc(F)cc1C(=O)C1CCCN(Cc2ccc(Sc3nncn3C)o2)C1 (stereo not given)
 : -1 | -7 | 10 | 7 | 5 | 7 | 0.5 | -10 | -4
CCOc1ncccc1C(=O)Nc1cc(S(=O)(=O)N2CCCCCC2)ccc1OC
 : 2 | -3 | 13 | 9 | 6 | 5 | -0.1 | -3 | 7
Cc1ccccc1Cn1ccc(NC(=O)c2nn(C)cc2[N+](=O)[O-])n1
 : -1 | 1 | 7 | 8 | -21 | 9 | -1.9 | 8 | 0
CN(C)c1ccc(/C=N/N2C(=O)c3ccccc3C2=O)cc1
 : 0 | -4 | -3 | 7 | 10 | 16 | 1.4 | 7 | 2
COc1ccc(CN2C(=O)CCC2(C)C(=O)NCc2cccnc2)c(OC)c1 (stereo not given)
 : 2 | -3 | 11 | -3 | -6 | 7 | 0.3 | -8 | -2
Cc1ccnc(SCc2cc(=O)c(OC(=O)c3ccco3)co2)n1
 : 3 | 1 | 33 | -2 | 3 | 16 | -7.0 | 33 | -3
N#Cc1c(Cl)nsc1NC(=O)c1ccccc1
 : 11* | -1 | 32 | 26 | 7 | 8 | 78* | 13 | -6
Cc1ccnc(NC(=O)CCCNC(=O)c2ccc(Cl)cc2)c1
 : / | 1 | -3 | 16 | 12 | -8 | -0.6 | 8 | -2
CCN(C(=O)CSc1nncn1-c1ccccc1)C1CCS(=O)(=O)C1 (stereo not given)
 : -1 | -2 | -18 | 13 | 2 | -10 | -1.5 | -7 | 3
